High-throughput results (PubChem BioAssay)
Avidin bead fluor – avidin bead compound fluorescence profile; Avidin beads, compound fluorescence 488/530 nm, flow cytometry; hits give high values; 0.38% of 220,000 active; fluorescence (KMESF) at 10 µM; in the data active = fluorescence above about 47; note: inactives centre near 10
Rab2 wt GTP – changes GTP binding to wildtype dog Rab2A, up or down. P61105. GST-Rab2 wt beads, Bodipy-GTP binding, flow cytometry. GTP binding activity, % at 10 µM. 0.19% of 190,000 active. AID 760;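 active = GTP binding activity at least 20 points away from 100%, either lowered or raised; inconclusive = signal likely due to the compound's own green fluorescence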;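 note: 0% = beads with excess unlabeled GTP and 100% = no-compound control corrected for plate trend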
Cdc42 wt GTP – modulators (inhibitors or activators) of GTP binding to human Cdc42 wildtype. GST-Cdc42 beads, Bodipy-GTP binding, flow cytometry; actives lie on both sides. 0.2% of 190,000 active. percent activity (GTP binding), % at 10 µM. AID 761. P60953;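 active = percent activity GTP binding at least 20 points away from the 100% baseline, either down as inhibitor or up as activator; inconclusive = compound flagged as likely green fluorescent from well-wide comparison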;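 note: median bead fluorescence of bound Bodipy-FL-GTP at 100 nM; 0% = excess unlabeled GTP control and 100% = no compound control; below 100% means less GTP binding so inhibitor and above means activator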
Target sequence (P60953 whole entry, looked up): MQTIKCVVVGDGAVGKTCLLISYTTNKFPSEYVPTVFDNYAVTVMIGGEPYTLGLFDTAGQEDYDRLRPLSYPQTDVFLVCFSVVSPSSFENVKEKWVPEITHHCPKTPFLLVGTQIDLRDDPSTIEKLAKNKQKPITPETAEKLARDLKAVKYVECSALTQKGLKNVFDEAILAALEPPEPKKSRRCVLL
Rac1 act GTP bind – alters GTP binding to activated mutant human Rac1. P63000. AID 764. GST-Rac1 activated beads, fluorescent GTP binding, flow cytometry; actives lie on both sides; 100% means binding = to untreated wells. percent activity (GTP binding), % at 10 µM. 0.11% of 190,000 active;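 active = GTP binding at least 20 percentage points away from the 100% baseline, in either direction, so actives lie on both sides; inconclusive = Compound likely fluorescent itself, or too few beads counted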
Pf gametocyte – kills late stage P. falciparum gametocytes | inhibition, % at 10.9 µM | AID 743093 | P. falciparum stage V gametocytes, ATP luminescence, 24 h | 0.065% of 150,000 active;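 active = inhibition above the mean plus 3 SD of compounds within the control limits, set per campaign, cut at about 38% in these data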;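 note: 0% = DMSO wells and 100% = medium only without gametocytes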
HRas wt GTP – human HRas wildtype GTP binding, change in either direction | GTP binding activity, % at 10 µM | 0.14% of 190,000 active | P01112 | GST-Ras wt beads, Bodipy-FL-GTP binding, flow cytometry; actives lie on both sides;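 active = GTP binding activity at least 20% away from the 100% baseline, either lowered as inhibitor or raised as activator; inconclusive = flagged as likely green fluorescent, judged across all proteins in the well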;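 note: 0% = unlabeled GTP competition control and 100% = no-compound control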
Target sequence (P01112 whole entry, looked up): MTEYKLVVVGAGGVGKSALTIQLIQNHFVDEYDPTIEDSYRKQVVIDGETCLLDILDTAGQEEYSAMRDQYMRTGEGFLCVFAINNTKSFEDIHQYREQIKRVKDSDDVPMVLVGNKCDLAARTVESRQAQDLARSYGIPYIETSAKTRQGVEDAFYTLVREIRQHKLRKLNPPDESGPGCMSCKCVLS
Rab7 wt modul – alters GTP binding to wildtype dog Rab7 | GST-Rab7 beads, fluorescent GTP binding, flow cytometry; actives lie on both sides; untreated = 100%, excess cold GTP = 0% | AID 758 | GTP binding activity (percent of control), % at 10 µM | 0.055% of 190,000 active;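 active = fluorescent GTP binding to Rab7 beads changed by at least 20 points from the 100% baseline, either direction, mostly lower; inconclusive = compound itself probably fluorescent, or too few beads counted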;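 note: median green fluorescence of bound Bodipy-FL-GTP per Rab7 bead population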
ABCG2 inh – inhibitors of human ABCG2 transporter, ABCB1 counter-screen | IgMXP3 cells, JC-1 efflux, flow cytometry | inhibition, % at 6.6 µM | 0.1% of 190,000 active | AID 1325;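 active = inhibition above 80%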;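 note: 0% = DMSO and 100% = nicardipine control wells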
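Measure – % inhibition of efflux relative to nicardipine and DMSO · Test system – ABCG2 IgMXP3 and barcoded ABCB1 CCRF-Adr cell mix · Control set – nicardipine as high control, DMSO as low control · Compound – one concentration, 6.6 µM final · Signal – flow cytometry of retained JC-1 fluorescence · Timing – 10 min exposure at 25 °C with rotation, no wash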
Rac1 wt modul – modulators of human Rac1 wildtype GTP binding; GST-Rac1 beads, fluorescent GTP binding, flow cytometry; actives lie on both sides; 0 = cold GTP competed, 100 = untreated; AID 757; GTP binding activity (% of control), % at 10 µM; 0.27% of 190,000 active;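 active = GTP binding activity at least 20 points away from the 100% control level, either lower or higher; inconclusive = compound flagged as likely green fluorescent, judged across all proteins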
ABCB1 block – human ABCB1 inhibition, ABCG2 as counter-screen; CCRF-Adr cells, JC-1 efflux, flow cytometry; inhibition, % at 6.6 µM; 0.067% of 190,000 active; in the data active = inhibition above about 40%;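 note: 0% = vehicle and 100% = reference inhibitor; higher value means more JC-1 retained so stronger ABCB1 efflux block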
Mcl1 Noxa PPI – Mcl-1/Noxa interaction inhibition | TR-FRET Mcl-1/Noxa peptide binding, 2 h | inhibition, % at 21.7 µM | 1.5% of 220,000 active | AID 1022;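 active = compounds that cut the protein-peptide binding signal by more than 50% relative to plate controls in a single-dose test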;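 note: His-tagged Mcl-1 with rhodamine Noxa BH3 peptide and terbium anti-His antibody; 0% = Mcl-1 plus Noxa peptide wells and 100% = peptide-only wells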
Target sequence (Q07820 whole entry, looked up): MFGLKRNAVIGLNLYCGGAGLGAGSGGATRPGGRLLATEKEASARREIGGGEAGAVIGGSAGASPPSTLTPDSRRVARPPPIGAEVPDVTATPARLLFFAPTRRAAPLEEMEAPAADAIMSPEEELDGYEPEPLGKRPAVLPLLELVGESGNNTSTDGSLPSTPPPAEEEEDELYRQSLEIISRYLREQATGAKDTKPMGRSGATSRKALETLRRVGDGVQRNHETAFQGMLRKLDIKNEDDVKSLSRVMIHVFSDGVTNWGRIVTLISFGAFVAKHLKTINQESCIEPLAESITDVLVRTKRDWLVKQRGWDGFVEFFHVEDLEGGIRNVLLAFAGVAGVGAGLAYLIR
* hit, by the source's call; ? = inconclusive; · = not tested or not shown.

SMILES | Avidin bead fluor | Rab2 wt GTP | Cdc42 wt GTP | Rac1 act GTP bind | Pf gametocyte | HRas wt GTP | Rab7 wt modul | ABCG2 inh | Rac1 wt modul | ABCB1 block | Mcl1 Noxa PPI
COc1ccc(N2CCN(c3ccc(N4C(=O)CC(C)C4=O)cc3[N+](=O)[O-])CC2)cc1 (stereo not given) | 14 | 99 | 98 | 98 | 2 | 96 | 97 | 7 | 99 | 1.3 | 16
Cc1cc(NC(=O)C2CC2)ncc1NC(=O)c1ccccn1 | 10 | 96 | 97 | 95 | -4 | 95 | 96 | 0 | 100 | 0.0 | 14
CCc1cc2c(SCC(=O)c3ccc(Cl)s3)ncnc2s1 | 8 | 101 | 102 | 100 | 23 | 100 | 100 | 3 | 100 | -0.3 | 4
O=C(COC(=O)c1cccs1)NC1CCCCC1 | 7 | ? | ? | ? | · | ? | ? | 2 | ? | 0.2 | -12
COc1ccc2nc(NC(=O)C3CCCN(S(=O)(=O)c4cccc5nsnc45)C3)sc2c1 (stereo not given) | 6 | 103 | 106 | 104 | 1 | 104 | 101 | 2 | 112 | 0.8 | -3
CCOc1cc(/C=N/Nc2cccc(C(=O)O)c2)ccc1OCC(=O)N1CCCCC1 | 11 | 98 | 98 | 93 | -12 | 98 | 100 | 0 | 99 | 0.0 | 13
COc1ccc([N+](=O)[O-])cc1N(CC(=O)NC1CCCCC1)S(C)(=O)=O | 4 | 102 | 102 | 97 | · | 100 | 108 | 1 | 101 | 0.4 | 25
C/C(=N\NC(=O)c1cc(C(C)(C)C)[nH]n1)C12CC3CC(CC(C3)C1)C2 | 10 | 100 | 105 | 99 | · | 103 | 108 | 1 | 103 | 0.1 | 9
CC(OC(=O)c1cc(S(=O)(=O)N(C)c2ccccc2)ccc1Cl)C(=O)Nc1ccc2c(c1)OCCO2 (stereo not given) | 16 | 98 | 97 | 98 | · | 99 | 93 | 5 | 100 | 1.1 | 0
CCSc1nnc(NC(=O)[C@@H](NC(=O)c2ccccc2)C(C)C)s1 | 12 | 99 | 102 | 102 | 0 | 101 | 101 | 30 | 102 | 0.8 | -1
CCOc1ccccc1C(=O)OCC(=O)Nc1ncc(C(F)(F)F)cc1Cl | 4 | 99 | 101 | 98 | 9 | 98 | 98 | 1 | 96 | 0.2 | -1
COc1ccc(Oc2ccc(/C=C/C(=O)c3ccc(O)cc3)cc2[N+](=O)[O-])cc1 | 5 | 98 | 98 | 98 | -8 | 99 | 98 | 4 | 105 | 0.0 | 4
Cc1ccc(/C=C/C(=O)Nc2ccc([N+](=O)[O-])c(NC(=O)/C=C/c3ccc(C)o3)c2)o1 | 0 | 102 | 101 | 102 | -1 | 101 | 100 | -7 | 104 | -1.1 | 89*
Cc1noc(C)c1COC(=O)c1ccc2c(c1)S(=O)(=O)c1ccccc1C2=O | 16 | 107 | 108 | 100 | 7 | 107 | 102 | 3 | 105 | 0.8 | 5
Cc1cccc(NC(=O)CSc2nsc(SCC(=O)Nc3cccc(C)c3)c2C#N)c1 | 14 | 99 | 106 | 100 | -1 | 101 | 101 | -4 | 105 | -0.7 | 16
Cc1ccc(NC(=O)Cc2ccc(-n3cccc3)cc2)c(C)c1 | 10 | 97 | 100 | 100 | 29 | 99 | 97 | -3 | 104 | -0.1 | 19
C/C(CC(=O)Nc1ccc([N+](=O)[O-])cc1)=N/NC(=O)C1CC12CCC2 (stereo not given) | 10 | 97 | 97 | 96 | -18 | 96 | 99 | -1 | 98 | -0.1 | 9
COc1ccc(NC(=O)CN2C(=O)C(C)SC(C)C2=O)cc1 (stereo not given) | 21 | 97 | 98 | 98 | 9 | 96 | 96 | 6 | 100 | 1.6 | 30
CC(NC(=O)C(Cc1ccccc1)N1C(=O)C2C3CCC(C3)C2C1=O)c1ccccc1 (stereo not given) | 12 | 105 | 108 | 101 | 16 | 105 | 99 | 3 | 103 | 1.3 | 16
C=CCn1c(SCC(=O)Nc2nnc(C)s2)nnc1-c1cccnc1 | 10 | 105 | 109 | 100 | 35 | 100 | 103 | 1 | 105 | -0.1 | 19
Cc1cccc(C(=O)N[C@H](C(=O)OCC(=O)NC(=O)c2cccn2C)C(C)C)c1 | 4 | 98 | 102 | 98 | 4 | 96 | 99 | 6 | 105 | 0.4 | 29
CCOC(=O)c1cnn(-c2ccccc2)c1-c1ccccc1 | 5 | 104 | 106 | 99 | 17 | 103 | 101 | 4 | 104 | 1.3 | 14
O=C(c1ccccc1)N1CC(COc2ccccc2)OC(c2ccco2)O1 (stereo not given) | 9 | 101 | 102 | 97 | 17 | 98 | 98 | 2 | 100 | 0.9 | 6
NS(=O)(=O)c1ccc(NC(=S)NC2CCCC2)cc1 | 1 | 99 | 103 | 102 | -9 | 102 | 103 | -3 | 110 | -0.4 | 12
O=C(OC(c1ccc(NS(=O)(=O)c2ccccc2)cc1)(C(F)(F)F)C(F)(F)F)c1ccccc1 | 10 | 98 | 94 | 96 | -13 | 99 | 97 | 14 | 101 | 2.4 | 25
Later entries
SMILES | Avidin bead fluor | Rab2 wt GTP | Cdc42 wt GTP | Rac1 act GTP bind | Pf gametocyte | HRas wt GTP | Rab7 wt modul | ABCG2 inh | Rac1 wt modul | ABCB1 block | Mcl1 Noxa PPI
Cc1c(NC(=O)/C(C#N)=C/C2CC=CCC2)c(=O)n(-c2ccccc2)n1C (stereo not given) | 13 | 99 | 97 | 99 | · | 98 | 97 | 1 | 99 | 0.3 | 15
COc1ccc(-c2n[nH]c3c2C(c2ccc(OC)c(OC)c2)N(c2ccccc2)C3=O)cc1 (stereo not given) | 41 | 102 | 103 | 102 | -25 | 102 | 97 | 1 | 103 | 0.2 | -11
COC(=O)c1ccc(N(C(=O)CNC(=O)c2ccco2)C(C(=O)NC2CCCC2)c2ccco2)cc1 (stereo not given) | 21 | 98 | 96 | 96 | · | 98 | 97 | 0 | 101 | 0.5 | 16
CC(C)C(=O)Nc1ccc(Sc2ccc(F)cc2)cc1 | 6 | 90 | 89 | 91 | -22 | 89 | 92 | 6 | 91 | 0.2 | 6
O=C(Cn1c(=S)[nH]c2ccccc2c1=O)N1CCN(c2ccc(F)cc2)CC1 | 10 | 97 | 95 | 95 | 7 | 98 | 100 | 5 | 97 | 1.5 | -5
COc1ccc(C(CC(=O)O)NC(=O)c2sc3ccccc3c2Cl)cc1 (stereo not given) | 6 | 86 | 94 | 88 | 10 | 91 | 92 | -3 | 94 | -0.5 | 13
COc1ccc(-c2noc(-c3ccccc3C(=O)NCc3ccco3)n2)cc1OC | 13 | 104 | 102 | 99 | · | 102 | 101 | 2 | 109 | 0.5 | 26
CCN(CCNC(=O)C1CCN(Cc2nc(-c3cccc(Cl)c3)oc2C)CC1)c1ccccc1 | 7 | 94 | 97 | 94 | -6 | 96 | 96 | 5 | 97 | 1.6 | 29
CCOc1ccc(-n2c(O)c(/C=N/c3ccnn3Cc3ccncc3)c3ccccc3c2=O)cc1 | 6 | 97 | 98 | 94 | 13 | 97 | 100 | 3 | 99 | 7.4 | 16
CC1CCN(C(=O)CSc2nnc(Cc3cccn3C)n2-c2ccc(F)cc2)CC1 | 5 | 99 | 100 | 102 | · | 100 | 97 | 0 | 104 | 0.7 | 0
COC(=O)CN1C(=O)C2(C(C#N)=C(N)Oc3ccccc32)C2=C1CC(C)(C)CC2=O (stereo not given) | 16 | 104 | 103 | 99 | 18 | 102 | 97 | 4 | 102 | -1.1 | 10
Clc1ccc(-c2nc(NCCN3CCOCC3)c3ccccc3n2)cc1 | 12 | 100 | 97 | 97 | 32 | 97 | 101 | 4 | 99 | 1.1 | 12
CCOc1cc(/C=C2/N=C(C)C(C(=O)OC)=C2O)ccc1O | 13 | 97 | 94 | 94 | -26 | 96 | 101 | 3 | 98 | 1.0 | 28
COCCN1C(=O)c2oc3c(C)cc(C)cc3c(=O)c2C1c1cccc(O)c1 (stereo not given) | 8 | 104 | 103 | 99 | · | 102 | 103 | 1 | 104 | 2.8 | 3
COc1cc(C2C(C(=O)c3ccc(C)o3)=C(O)C(=O)N2CCc2ccccc2)ccc1O (stereo not given) | 31 | 98 | 99 | 98 | -26 | 99 | 97 | 2 | 100 | 0.5 | 9
O=C(c1ccccc1)C1C(=O)c2ccccc2C1=O | 10 | 101 | 104 | 101 | · | 104 | 100 | -1 | 108 | -0.3 | 25
Cc1cc[n+](C2=C([O-])c3ccccc3C(=O)/C2=N\S(=O)(=O)c2cccs2)cc1C | 14 | 99 | 104 | 99 | 15 | 100 | 106 | 2 | 102 | 0.6 | 15
COc1ccc(CCCc2nnc(SCC(=O)Nc3cc(C)ccc3C)o2)cc1 | 7 | 96 | 98 | 96 | · | 99 | 98 | 2 | 98 | 0.5 | 14
Cc1ccc(NC(=O)c2cc3nc(C)cc(C)n3n2)cc1 | 11 | 88 | 91 | 94 | · | 89 | 88 | -8 | 88 | -6.4 | 17
CCN(C(=O)CN1CCN(c2ccccc2OC)CC1)c1c(N)n(Cc2ccccc2)c(=O)[nH]c1=O | 8 | 103 | 107 | 106 | · | 103 | 101 | 3 | 116 | 0.6 | -4
COc1ccc(/C=C/C(=O)c2c(O)cc(C)oc2=O)c(OC)c1 | 10 | 99 | 100 | 94 | · | 101 | 100 | 2 | 101 | 0.0 | 7
NC(=O)NOCc1ccc(F)cc1Cl | 3 | 99 | 96 | 97 | 20 | 94 | 101 | 0 | 100 | 0.5 | -4
COC(=O)c1ccccc1NC1CC(=O)N(c2c(C)cccc2C)C1=O (stereo not given) | 7 | 95 | 100 | 99 | -33 | 98 | 93 | 1 | 100 | 0.3 | 7
O=C(/C=C/c1ccc(OCc2cccc(Cl)c2)cc1)N1CCOCC1 | 16 | 97 | 99 | 102 | -6 | 100 | 94 | 3 | 102 | 0.4 | 6
CCn1ncc(C2=NOC(C(=O)Nc3cccnc3)C2)c1C (stereo not given) | 22 | 101 | 104 | 101 | · | 102 | 102 | 11 | 106 | 1.6 | -9
CCONC(=O)Nc1ccccc1 | 7 | 100 | 103 | 98 | · | 100 | 98 | -1 | 106 | -0.2 | -19

An excerpt from above in order of the Avidin bead fluor value, ascending:
Structure | Avidin bead fluor | Rab2 wt GTP | Cdc42 wt GTP | Rac1 act GTP bind | HRas wt GTP | Rab7 wt modul | Rac1 wt modul | Mcl1 Noxa PPI
CC(C)C(=O)Nc1ccc(Sc2ccc(F)cc2)cc1 | 6 | 90 | 89 | 91 | 89 | 92 | 91 | 6
Clc1ccc(-c2nc(NCCN3CCOCC3)c3ccccc3n2)cc1 | 12 | 100 | 97 | 97 | 97 | 101 | 99 | 12
Cc1c(NC(=O)/C(C#N)=C/C2CC=CCC2)c(=O)n(-c2ccccc2)n1C (stereo not given) | 13 | 99 | 97 | 99 | 98 | 97 | 99 | 15
